BoNT-F LC inh: BoNT/F light chain protease inhibitors, primary screen, biochemical, flow cytometry, MLPCN library; Botulinum neurotoxin type F light chain protease (Clostridium botulinum); Multiplex microsphere protease cleavage assay; inhibition, % at 10 µM; 0.22% of 360,000 active; AID 588497, 2011; in the data active = inhibition above about 35%, passing the limit was not always enough; also: plate controls were buffer without enzyme for full effect and enzyme alone for no effect
CCHFV vOTU inh: CCHFV vOTU protease inhibitors, primary screen, biochemical, Pep-AMC substrate, fluorescence; Crimean-Congo hemorrhagic fever virus L polyprotein viral ovarian tumor (vOTU) protease …; AID 651958, 2012; 0.55% of 370,000 active; inhibition, % at 11.5 µM; in the data active = inhibition above about 30%; also: 0% = vehicle wells with enzyme and 100% = no enzyme wells
Numbers without * were called inactive. Some of the compounds tested; the hit share may differ from the screen's.

cpd	canonical_smiles	BoNT-F LC inh	CCHFV vOTU inh
1	CN1CCN(C(=O)OC2CC3CC2[C@H]2CCCCN2C3=O)CC1 (some centres not stated)	-3	-5
2	COc1cccc(CNC(=O)[C@@H]2CCCN2C(=O)[C@H]2CCCCN2C(=O)OC(C)(C)C)c1	3	24
3	OC(c1ccccc1)(c1ccccc1)C1CCN(CCCOc2ccccc2Cl)CC1	-6	8
4	CN1[C@@H](Cc2ccccc2)COc2cc(N3CCSCC3)ccc2S1(=O)=O	1	1
5	CC(C)NC(=O)CN1CCN(C(c2cc3ccccc3o2)c2nnnn2C(C)(C)C)CC1 (configuration not stated)	7	-7
6	COc1ccc(Cn2cc(CN3CC(N4CCN(C)CC4)CS3(=O)=O)nn2)cc1 (configuration not stated)	-8	-3
7	COc1ccc(N2CCN(C(=O)Oc3ccc([N+](=O)[O-])cc3)CC2)cc1	-12	1
8	[N-]=[N+]=NC(c1ccccc1)C(NC(=O)c1cc(C(F)(F)F)cc(C(F)(F)F)c1)c1ccccc1 (configuration not stated)	-5	7
9	CCOc1cc(OCC)cc(C(=O)N2CCC[C@H]2C(=O)N2CCC[C@H]2C(=O)N[C@@H](C)c2ccccc2)c1	-10	3
10	CCOC(=O)N1CCN(C(=O)C[C@@H]2C[C@@]3(C(=O)OC)CCCCC=C3N(Cc3ccc(Cl)cc3Cl)C2=O)CC1	-4	11
11	CC(C)C[C@H]1CN(CCCC[C@H]2CNC(=O)C(=O)N2CCc2ccc(O)cc2)C(=O)C(=O)N1CCC1CCCCC1	-2	10
12	CCOC(=O)[C@]12CCCC=C1N(Cc1cccc3ccccc13)C(=O)[C@H](CC(=O)NCc1cccc3ccccc13)C2	10	9
13	COc1ccccc1Cc1c(C2CCCCC2)nc2c3ccccc3ccn12	2	15
14	CCC1OC(C2CC2)CC2=C1C(=O)OC(C)(C)O2 (configuration not stated)	2	-21
15	CC(=O)CC1c2cc(F)ccc2C=C(c2ccsc2)N1c1ccc(-c2ccc(C(N)=O)cc2)cc1 (configuration not stated)	7	11
16	Cc1ccc(S(=O)(=O)N2CCC(=O)N([C@H](COCc3ccccc3)Cc3ccccc3)CC2)cc1	1	4
17	CCC(=O)[C@@H](C)[C@@H](OC(C)=O)[C@H](C)C[C@@H](C)[C@H]1OC(=O)C[C@@]2(O)CC=C(C)C(O2)C(C)=CCCC[C@H](O[C@H]2C[C@@H](OC(N)=O)[C@H](OC(C)=O)[C@@H](C)O2)C=C[C@H](C)C[C@H]1C	-6	0
18	CCCc1c(-c2ccccc2Br)ncn1Cc1ccccc1OC	-6	5
19	Cc1ccc(P(=O)(c2ccc(C)cc2)[C@@H](NC(c2ccccc2)c2ccccc2)c2ccccc2)cc1	6	26
20	CC(C)(C)n1nnnc1C(c1ccccc1)N1CCN(c2ccc(C(F)(F)F)cn2)CC1 (configuration not stated)	-7	4
21	O=C1c2ccccc2C(c2nnnn2Cc2ccccc2)N1CCc1ccccc1F (configuration not stated)	-5	-2
22	CCOC(=O)[C@]12CCCC=C1N(Cc1ccc(Cl)cc1Cl)C(=O)[C@H](CC(=O)NCc1cccc3ccccc13)C2	-6	17
23	O=C(NCCN1CCC(n2c(=O)[nH]c3ccccc32)CC1)c1ccccc1	-2	8
24	COC(=O)C1(C(=O)OC)C/C=C\CN(S(=O)(=O)c2ccccc2[N+](=O)[O-])CC1	5	-4

Record cards, as listed above. Values in the order: BoNT-F LC inh, CCHFV vOTU inh
Results for CCOC(=O)[C@]12CCCC=C1N(Cc1ccc(Cl)cc1Cl)C(=O)[C@H](CC(=O)NCc1cccc3ccccc13)C2 = -6, 17
Results for CC(=O)CC1c2cc(F)ccc2C=C(c2ccsc2)N1c1ccc(-c2ccc(C(N)=O)cc2)cc1 (configuration not stated) = 7, 11

Remaining list, next part:
cpd	canonical_smiles	BoNT-F LC inh	CCHFV vOTU inh
25	Cc1cc(C)cc(Cn2cc(CN3CC(N4CCN(CCO)CC4)CS3(=O)=O)nn2)c1 (configuration not stated)	-12	6
26	COc1cccc(C2=Cc3ccc(F)cc3C(CC(C)=O)N2c2ccc(-c3cncnc3)cc2)c1 (configuration not stated)	5	3
27	O=C(NCc1ccccn1)[C@@H]1CCCN1C(=O)[C@@H]1CCCN1C(=O)c1c(F)cccc1F	-7	5
28	Cc1cccc(C)c1-n1nnnc1C(c1ccnc2ccccc12)N(CCN(C)C)Cc1ccccc1 (configuration not stated)	-2	16
29	COc1ccc(C(=O)c2[nH]c(N)c(C(=O)NCCc3c[nH]c4ccccc34)c2-c2ccc(Cl)cc2)cc1	-4	10
30	Cc1cc(C)n2c(Nc3ccc4c(c3)OCCO4)c(C(C)C)nc2n1	-4	2
31	COc1ccc(C2OC(CCc3ccccc3)Cc3[nH]c(=S)[nH]c(=O)c32)cc1 (configuration not stated)	1	7
32	O=C(Cn1c(Cn2c(-c3cnccn3)nc3ccccc32)nc2ccccc21)c1ccc(OC(F)(F)F)cc1	6	15
33	COCCCn1cc(CN2CC(N3CCN(C)CC3)CS2(=O)=O)nn1 (configuration not stated)	3	-2
34	COC(=O)[C@@]1(Cc2ccc(F)cc2)[C@H]2c3cc(C(=O)N4CCCC4)n(Cc4ccc(OC(F)(F)F)cc4)c3C[C@H]2CN1C(=O)c1ccccc1	-10	16
35	c1ccc2c(c1)CN1C(=N2)COc2ccccc2C1c1nc2ccccc2[nH]1 (configuration not stated)	-4	1
36	COc1cc(OC)cc(C2=Cc3ccc(OC)cc3C(CC(C)=O)N2c2ccc(-c3cccs3)cc2)c1 (configuration not stated)	6	7
37	CCOC(=O)[C@]12CCCC=C1N(Cc1ccc(Cl)cc1Cl)C(=O)[C@H](CC(=O)N1CCOCC1)C2	0	19
38	C[C@@H]1COc2cc(N3CCN(C)CC3)ccc2S(=O)(=O)N1	2	1
39	CCOC(=O)[C@]12CCCC=C1N(Cc1ccco1)C(=O)[C@H](CC(=O)NCc1cccc(C(F)(F)F)c1)C2	-6	29
40	CCS(=O)(=O)N1Cc2cc(C(=O)NCC3CC3)nc(-c3cccc(-c4cccnc4)c3)c2[C@@H]1CCO	0	11
41	COC(=O)[C@@]1(C(C)C)N=C(c2cc(OC)c(OC)c(OC)c2)[C@]2(O1)C(=O)N(Cc1ccc(OC)cc1)c1ccc(Br)cc12	7	3
42	O=C1NC[C@H](CCCCN2CCN(CC3CCCCC3)C(=O)C2=O)N(CCc2ccccc2)C1=O	-5	5
43	CC1(C)Cc2cccc(OC(=O)NCCc3ccc(F)cc3)c2O1	1	5
44	N#Cc1c(N)[nH]c(C(=O)c2ccccc2)c1-c1ccc(Cl)cc1	-11	8
45	COC(=O)[C@@H]1N=C(c2ccc(OC)cc2)O[C@]12C(=O)N(Cc1ccc(OC)cc1)c1ccccc12	6	-1
46	COc1cccc(C2=Cc3ccc(F)cc3C(CC(C)=O)N2c2ccc(C#CC3(O)CCCCC3)cc2)c1 (configuration not stated)	-8	9
47	Cc1cccc(C)c1-n1nnnc1C(c1ccnc2ccccc12)N1CCN(CCN(C)C)CC1 (configuration not stated)	4	15
48	CCOC(=O)[C@]12Cc3cc(OC)ccc3[C@H]1N(C(C)C)C(=O)c1cc(OC)ccc12	-4	9
49	Cc1cc(C)n2c(NCc3ccccc3)c(CC(C)C)nc2n1	1	3
50	CCOC(=O)[C@]12CCCC=C1N(Cc1cccc3ccccc13)C(=O)[C@H](CC(=O)NCCCOC)C2	-2	8
51	Nc1nc(N)c(N=O)c(Nc2cccc(Cl)c2)n1	4	8
52	Cc1cccc(C)c1-n1nnnc1C(c1ccnc2ccccc12)N1CCN(c2ccccc2F)CC1 (configuration not stated)	7	6
53	COC(=O)[C@@]1(Cc2ccc(F)cc2)[C@H]2c3cc(C(=O)N(C)C)n(Cc4ccc(C)o4)c3C[C@H]2CN1C(=O)c1ccccc1	7	14
54	COC(=O)[C@]12CCCCC=C1N(Cc1ccco1)C(=O)[C@H](CC(=O)NCc1cccc(C(F)(F)F)c1)C2	5	18
55	COc1ccc(Cc2c(-c3ccc(F)cc3)nc3cc(C)c(Br)c(C)n23)c(C)c1	2	10
56	CC(C)(C)n1nnnc1C(c1cc2ccccc2o1)N(Cc1ccccc1)Cc1ccccc1 (configuration not stated)	-3	5
57	C[C@@H]1COc2cc(N3CCC[C@@H]3CO)ccc2S(=O)(=O)N1	-5	-1
58	Cc1ccc2nc(-c3ccccc3)c(Cc3ccsc3)n2c1	9	13
59	CN(Cc1cccc(-c2cccnc2)c1)C(=O)Oc1ccc([N+](=O)[O-])cc1	-8	2
60	CCCCCN1C(=O)c2ccccc2[C@@]2(C(=O)OCC)Cc3cc(OC)ccc3[C@@H]12	-10	10

11 entries from above, with values under each structure:
The line under a structure holds: BoNT-F LC inh | CCHFV vOTU inh
47. Cc1cccc(C)c1-n1nnnc1C(c1ccnc2ccccc12)N1CCN(CCN(C)C)CC1 (configuration not stated)
    4 | 15
48. CCOC(=O)[C@]12Cc3cc(OC)ccc3[C@H]1N(C(C)C)C(=O)c1cc(OC)ccc12
    -4 | 9
49. Cc1cc(C)n2c(NCc3ccccc3)c(CC(C)C)nc2n1
    1 | 3
50. CCOC(=O)[C@]12CCCC=C1N(Cc1cccc3ccccc13)C(=O)[C@H](CC(=O)NCCCOC)C2
    -2 | 8
51. Nc1nc(N)c(N=O)c(Nc2cccc(Cl)c2)n1
    4 | 8
52. Cc1cccc(C)c1-n1nnnc1C(c1ccnc2ccccc12)N1CCN(c2ccccc2F)CC1 (configuration not stated)
    7 | 6
53. COC(=O)[C@@]1(Cc2ccc(F)cc2)[C@H]2c3cc(C(=O)N(C)C)n(Cc4ccc(C)o4)c3C[C@H]2CN1C(=O)c1ccccc1
    7 | 14
54. COC(=O)[C@]12CCCCC=C1N(Cc1ccco1)C(=O)[C@H](CC(=O)NCc1cccc(C(F)(F)F)c1)C2
    5 | 18
55. COc1ccc(Cc2c(-c3ccc(F)cc3)nc3cc(C)c(Br)c(C)n23)c(C)c1
    2 | 10
56. CC(C)(C)n1nnnc1C(c1cc2ccccc2o1)N(Cc1ccccc1)Cc1ccccc1 (configuration not stated)
    -3 | 5
57. C[C@@H]1COc2cc(N3CCC[C@@H]3CO)ccc2S(=O)(=O)N1
    -5 | -1

(list continues)
cpd	canonical_smiles	BoNT-F LC inh	CCHFV vOTU inh
61	CC(C)[C@@H]1Cc2[nH]c(=S)[nH]c(=O)c2[C@H](C)O1	-2	-3
62	COc1ccc(C2=Cc3ccccc3C(CC(=O)C3CC3)N2c2ccc(-c3cc(OC)c(OC)c(OC)c3)cc2)cc1 (configuration not stated)	9	8
63	COC(=O)[C@@]1(Cc2ccc(OC)cc2)[C@H]2c3cc(C(=O)N4CCCC4)n(Cc4cc(C)n(C)n4)c3C[C@H]2CN1C(=O)c1ccccc1	7	3
64	O=C1NC[C@@H](CCCCN2C[C@H](Cc3ccc(O)cc3)N(CC3CCCCC3)C(=O)C2=O)N(CC2CCCCC2)C1=O	-4	5
65	COC(=O)[C@]12CCCCC=C1N(Cc1ccc(Cl)cc1Cl)C(=O)[C@H](CC(=O)N1CCCCC1)C2	5	8
66	CC(C)n1nnnc1C1c2ccccc2C(=O)N1CCCn1ccnc1 (configuration not stated)	-17	-2
67	O=C1NC[C@@H](CCCCN2CCN(CCc3ccc(O)cc3)C(=O)C2=O)N(CCc2ccc(O)cc2)C1=O	-5	9
68	CCOC(=O)[C@]12CCC=C1N(Cc1ccc3c(c1)OCO3)C(=O)[C@H](CC(=O)NCc1ccccc1)C2	11	9
69	O=C1NC[C@H](CCCCN2CCN(CCc3ccc(O)cc3)C(=O)C2=O)N(CCc2ccc(O)cc2)C1=O	-13	6
70	COc1ccc(S(=O)(=O)N2CCC[C@H]2C(=O)N2CCC[C@H]2C(=O)NCc2ccccc2)cc1C	1	-9
71	Cc1cc(Br)c2nc(-c3ccccc3)c(Cc3cccc(Cl)c3)n2c1	-2	8
72	O=[N+]([O-])c1ccc(NN=CC2CCCCCC2)c([N+](=O)[O-])c1	-10	12
73	COC(=O)c1ccc2nc(-c3cccc(Cl)c3)c(Cc3cccc(Cl)c3)n2c1	-12	2
74	COc1ccc(-c2nc3c(Cl)cc(C(F)(F)F)cn3c2Cc2ccccc2C(F)(F)F)cc1OC	-5	8
75	C=CCC[C@@H](CCCCC)OC(=O)/C=C/[C@@H](O)[C@H](O)C[C@@H](O)CC=C	4	19
76	O=C(NCCN1CCOCC1)c1ccc(NC(=O)c2ccc(Br)o2)cc1	-1	-2
77	COc1ccc(SC2=C[C@@]3(O)CC[C@@H](O)[C@@](Sc4ccc(OC)cc4)(C2=O)[C@H]3O)cc1	-1	-1
78	COc1ccc(C(=O)NCC[N+](C)(C)C)cc1	0	9
79	Cc1cc2nc(-c3cccc(Cl)c3)c(Cc3ccsc3)n2c(C)c1Br	-6	6
80	Clc1cccc(Cc2c(-c3ccco3)nc3c4ccccc4ccn23)c1	-11	4
81	O=c1[nH][nH]c2c1[C@H](c1ccccc1)O[C@H](C1CCCCC1)C2	-11	9
82	CCCCn1nnnc1C(c1ccccc1)N1CCN(c2cccc(C(F)(F)F)n2)CC1 (configuration not stated)	0	25
83	C[C@H]1COc2cc(N(C)CCO)ccc2S(=O)(=O)N1	1	0
84	CC(C)NC(=O)N1Cc2cc(C(=O)NCC(F)(F)F)nc(-c3cccc(-c4cc5ccccc5o4)c3)c2[C@@H]1CCO	-7	3
85	CC1(c2nc3ccccc3[nH]2)c2ccccc2C(=O)N1C1CC1 (configuration not stated)	8	-1
86	Cc1cccc(C)c1-n1nnnc1C(c1ccnc2ccccc12)N1CCCC1 (configuration not stated)	8	-7
87	C[C@H](c1ccccc1)N1C[C@@H](COCc2ccccc2)Oc2cc(N3CC[C@H](N(C)C)C3)ccc2S1(=O)=O	-8	2
88	O=C(c1cc2c(c(-c3cccc(-c4ccncc4)c3)n1)[C@@H](CCO)N(C(=O)c1ccc3c(c1)OCO3)C2)N1CCOCC1	1	-4
89	CC(=O)Nc1ccccc1OCCCN1CCC(C(O)(c2ccccc2)c2ccccc2)CC1	-2	1
90	CC(C)C[C@H]1CN(CCCC[C@@H]2CNC(=O)C(=O)N2CC2CCCCC2)C(=O)C(=O)N1CC1CCCCC1	-6	7
91	Cc1ccc(S(=O)(=O)N2CC3(O)CN(C(=O)OC(C)C)N(C(=O)OC(C)C)CC3(OC(=O)NC3CC3)C2)cc1 (configuration not stated)	-2	1
